Screens deposited in PubChem BioAssay by Broad Institute.
TcdB inh: inhibitors of Clostridioides difficile toxin B glycohydrolase; P18177; TcdB glycohydrolase enzymatic assay, plate reader; inhibition, % at 9.99 µM; 0.24% of 350,000 active; AID 652162; in the data active means inhibition above about 10%
Active calls of the source: *.

SMILES	TcdB inh
Cn1cnc(CCNC(=O)C[C@H]2CC[C@H]3[C@@H](COC[C@@H](O)CN3C(=O)Nc3ccc(C(F)(F)F)cc3)O2)c1	-0.9
CC(C)NC(=O)N1[C@H](C#N)[C@@H](c2ccc(C#CC3CCCCC3)cc2)[C@@H]1CO	0.2
CCN(C[C@H]1[C@@H](c2ccccc2)[C@@H](CO)N1C(=O)COC)S(C)(=O)=O	0.7
CC(C)(C)[S@](=O)N1Cc2cc(C(=O)N[C@H]3CCN(Cc4ccccc4)C3)nc(-c3cccc(-c4cccnc4)c3)c2[C@@H]1CCO	0.3
CC(C)NC(=O)N1[C@@H]2CN(C)c3ccccc3[C@@H]2[C@@H]1CO	-1.2
Cc1noc(C)c1NC(=O)NCC[C@H]1CC[C@@H](NC(=O)c2ccc(F)cc2)[C@H](CO)O1	-1.1
Cn1cnc(S(=O)(=O)N2C[C@H](O)COC[C@@H]3O[C@@H](CC(=O)NCc4ccc(F)cc4)CC[C@H]32)c1	0.0
CN(C)CC#Cc1ccc([C@H]2[C@H]3CN(C(=O)c4ccc(F)cc4)CC(=O)N3[C@H]2CO)cc1	0.8
C/C=C/c1cnc2c(c1)C(=O)N([C@H](C)CO)C[C@@H](C)[C@@H](CN(C)C(=O)Nc1cccc(OC)c1)O2	-0.7
CN1CCN(C(=O)C[C@@H]2CC[C@@H]3[C@H](COC[C@@H](O)CN3C(=O)Cc3ccccc3)O2)CC1	0.4
CC=Cc1ccc2n(c1=O)C[C@H]1[C@H](CO)[C@@H](C(=O)NCCCN3CCOCC3)N(C)[C@@H]21 (mixture of isomers)	-1.0
O=C(Nc1ccc(F)cc1)N1CC(=O)N2[C@H](C1)[C@H](c1ccc(-c3ccc(F)cc3)cc1)[C@@H]2CO	-0.2
O=C(C1CCCCC1)N1CC(=O)N2[C@H](CO)[C@H](c3ccc(C#Cc4cccc(F)c4)cc3)[C@H]2C1	-0.3
COc1ccc(NC(=O)N(C)C[C@H]2Oc3ccc(NC(=O)CCN4CCOCC4)cc3CC(=O)N([C@H](C)CO)C[C@@H]2C)cc1	0.7
COc1cccc(C(=O)Nc2ccc3c(c2)OC[C@@H](C)N(C(C)=O)C[C@@H](C)[C@@H](OC)CN(C)C3=O)c1	-1.7
COCCNC(=O)C[C@H]1CC[C@H]2[C@H](COc3ccc(NC(=O)Nc4ccccc4)cc3C(=O)N2C)O1	0.4
C[C@H]1CN([C@@H](C)CO)C(=O)c2cc(C#CCc3ccccc3)cnc2O[C@H]1CN(C)C(=O)C1CCC1	0.0
CO[C@H]1CC[C@H]2CCOc3ccc(C#N)cc3C(=O)N(C)C[C@H](c3ccccc3)CC(=O)N(C)C[C@H]1O2	0.8
Cc1noc(C)c1S(=O)(=O)N(C)C[C@H]1Oc2c(NC(=O)c3nc4ccccc4s3)cccc2C(=O)N([C@@H](C)CO)C[C@H]1C	0.0
O=C(C[C@@H]1CC[C@@H]2[C@H](COC[C@@H](O)CN2C(=O)Nc2ccc(F)cc2)O1)NCCCN1CCOCC1	-0.7

Some of the entries so far, as labelled records:
COc1ccc(NC(=O)N(C)C[C@H]2Oc3ccc(NC(=O)CCN4CCOCC4)cc3CC(=O)N([C@H](C)CO)C[C@@H]2C)cc1
- TcdB inh: 0.7

COc1cccc(C(=O)Nc2ccc3c(c2)OC[C@@H](C)N(C(C)=O)C[C@@H](C)[C@@H](OC)CN(C)C3=O)c1
- TcdB inh: -1.7

COCCNC(=O)C[C@H]1CC[C@H]2[C@H](COc3ccc(NC(=O)Nc4ccccc4)cc3C(=O)N2C)O1
- TcdB inh: 0.4

C[C@H]1CN([C@@H](C)CO)C(=O)c2cc(C#CCc3ccccc3)cnc2O[C@H]1CN(C)C(=O)C1CCC1
- TcdB inh: 0.0

(next part)
SMILES	TcdB inh
CCCNC(=O)C[C@@H]1CC[C@H]2[C@@H](COC[C@H](O)CN2C(=O)CC)O1	0.5
CN1C(=O)c2cc(NC(=O)C3CCCCC3)ccc2OC[C@H]2O[C@@H](CC(=O)NCc3ccccc3F)CC[C@H]21	0.0
C/C=C/c1ccc2c(c1)O[C@H](CN(C)C(=O)CC)[C@@H](C)CN([C@@H](C)CO)S2(=O)=O	0.7
CNC[C@@H]1Oc2ccc(NC(=O)CCN3CCOCC3)cc2CC(=O)N([C@@H](C)CO)C[C@@H]1C	-0.2
CCCC#Cc1ccc2c(c1)[C@@H]1[C@@H](CCN1S(=O)(=O)c1cccc(F)c1)[C@@H](CO)N2C	0.6
O=C(C[C@H]1CC[C@@H](NC(=O)C2CC2)[C@H](CO)O1)Nc1ccccc1	-0.8
Cc1ccccc1S(=O)(=O)N(C)C[C@@H]1OCc2cn(nn2)CCCC(=O)N([C@@H](C)CO)C[C@@H]1C	0.2
N#Cc1ccc(-c2ccc([C@@H]3[C@@H](CO)N4C(=O)CN(C(=O)C5CC5)C[C@H]34)cc2)cc1	-4.8
O=C(NCC[C@@H]1CC[C@@H](NC(=O)C2CC2)[C@H](CO)O1)Nc1ccc(Cl)cc1	1.3
CC(C)NC(=O)N(C)C[C@@H]1Oc2cc(C3=CCCCC3)ccc2S(=O)(=O)N([C@H](C)CO)C[C@@H]1C	-1.2
CN(C)CC(=O)N1CC[C@@H]2[C@H](CO)Nc3ccc(-c4ccc(C(=O)N(C)C)cc4)cc3[C@@H]21	0.0
O=C(Nc1ccc(F)cc1)N1C[C@@H]2[C@H](c3ccccc31)[C@H](CO)N2C(=O)Cc1ccccc1	-0.8
C[C@H]1CN([C@@H](C)CO)C(=O)Cc2cc(NC(=O)CCC(F)(F)F)ccc2O[C@@H]1CN(C)C(=O)Nc1ccc2c(c1)OCO2	-0.6
CNC[C@H]1Oc2ccc(NC(=O)CCCN(C)C)cc2C(=O)N([C@@H](C)CO)C[C@@H]1C	-0.7
COc1ccc(S(=O)(=O)Nc2ccc3c(c2)C(=O)N([C@@H](C)CO)C[C@H](C)[C@@H](CN(C)C(=O)Nc2ccc(C(F)(F)F)cc2)OCCCC[C@H](C)O3)cc1	0.0
C[C@H](CO)N1C[C@H](C)[C@@H](CN(C)C(=O)Nc2ccc3c(c2)OCO3)Oc2c(NC(=O)c3nc4ccccc4s3)cccc2C1=O	-15
C[C@H](CO)N1C[C@H](C)[C@@H](CN(C)Cc2ccc(C(F)(F)F)cc2)Oc2ccc(NS(=O)(=O)c3ccc(F)cc3)cc2CC1=O	0.8
C[C@@H]1CN([C@H](C)CO)C(=O)c2c(c3ccccc3n2C)-c2ccccc2CO[C@H]1CN(C)Cc1ccc(Cl)c(Cl)c1	0.1
OC[C@@H]1[C@@H](c2ccc(-c3ccc(F)cc3)cc2)[C@H]2CN(Cc3cccnc3)CCCCN12	-1.7
COc1cccc(S(=O)(=O)N[C@H]2CC[C@@H](CCn3cc(-c4ccccc4OC)nn3)O[C@H]2CO)c1	0.0
COc1cccc(S(=O)(=O)N[C@@H]2C=C[C@H](CC(=O)NCc3ccc(F)cc3)O[C@H]2CO)c1	-0.4
CCN(C[C@H]1N[C@H](CO)[C@H]1c1ccc(C2=CCCC2)cc1)C(=O)c1ccncc1	-1.0
O=C(C1CCC1)N1CC[C@@H]2[C@H]1c1cc(C#Cc3ccc(F)cc3)ccc1N[C@@H]2CO	1.3
CCCNC(=O)C[C@H]1CC[C@@H]2[C@@H](COc3ccc(NC(=O)c4cc(C)on4)cc3C(=O)N2C)O1	0.3
CCCNC(=O)N1[C@H](CO)[C@@H]2c3ccccc3N(C(=O)Nc3cccc(F)c3)C[C@@H]21	0.9
COC(=O)C[C@@H]1C[C@H]2c3cc(NC(=O)Nc4ccc(C(F)(F)F)cc4)ccc3O[C@H]2[C@H](CO)O1	0.6
COc1ccc2c3c([nH]c2c1)[C@@H](CO)N(C(=O)Cc1ccccc1)CC31CN(C(=O)Cc2ccccc2)C1	0.5
C[C@@H]1CN([C@H](C)CO)C(=O)c2cc(NC(=O)Cc3ccccc3)ccc2O[C@@H]1CN(C)Cc1ccc(C(=O)O)cc1	0.2
COc1ccc(S(=O)(=O)Nc2cccc3c2O[C@H](CN(C)C(=O)Nc2ccc4c(c2)OCO4)[C@@H](C)CN([C@@H](C)CO)C3=O)cc1	0.9
COCC(=O)Nc1ccc2c(c1)OC[C@@H](C)N(C(=O)Cc1ccccn1)C[C@@H](C)[C@H](OC)CN(C)C2=O	0.6
CC(=O)N(C)C[C@H]1Oc2cc(-c3ccccc3F)ccc2S(=O)(=O)N([C@@H](C)CO)C[C@@H]1C	-0.8
Cc1noc(C)c1NC(=O)Nc1ccc2c(c1)C(=O)N([C@H](C)CO)C[C@H](C)[C@H](CN(C)Cc1ccc(C(F)(F)F)cc1)OCCCC[C@@H](C)O2	0.3
C[C@H](NC(=O)C[C@@H]1C=C[C@H](NC(=O)Cc2ccccn2)[C@H](CO)O1)c1ccccc1	0.8
CC=Cc1ccc2n(c1=O)C[C@@H]1[C@@H](CO)[C@H](C(=O)NCCc3ccncc3)N(CCC(F)(F)F)[C@H]21 (mixture of isomers)	-2.5
Cn1cnc(S(=O)(=O)N2CCCCN3[C@H](CO)[C@@H](c4ccc(C#CC5CC5)cc4)[C@H]3C2)c1	-0.6
COc1cccc(CNC(=O)[C@@H]2[C@@H](CO)[C@@H]3Cn4c(cccc4=O)[C@H]2N3C(=O)C2CCC2)c1	-0.2
C[C@@H]1CCCCO[C@@H](CN(C)C(=O)Nc2cccc3ccccc23)[C@@H](C)CN([C@H](C)CO)C(=O)c2cc(NC(=O)c3ccccc3)ccc2O1	-2.0
O=C(NC[C@H]1N[C@H](CO)[C@@H]1c1ccc(-c2cncnc2)cc1)C1CCCC1	-1.3
Cc1ccc(S(=O)(=O)N(C)C[C@H]2Oc3c(NC(=O)C4CCOCC4)cccc3C(=O)N([C@@H](C)CO)C[C@@H]2C)cc1	-0.1
Cc1ccc(S(=O)(=O)N(C)C[C@@H]2Oc3c(NS(=O)(=O)c4cccs4)cccc3C(=O)N([C@H](C)CO)C[C@@H]2C)cc1	0.6
CN(C)C(=O)c1ccc(-c2ccc([C@@H]3[C@@H](CO)N4CCCCN(C(=O)C5CCCC5)C[C@H]34)cc2)cc1	-0.8
O=C(Cc1ccncc1)N1CC[C@@H]2[C@H](CO)Nc3ccc(-c4ccccc4F)cc3[C@@H]21	1.1
COc1ccc(NC(=O)Nc2ccc3c(c2)C(=O)N([C@@H](C)CO)C[C@@H](C)[C@@H](CN(C)S(=O)(=O)c2ccccc2)OCCCC[C@@H](C)O3)cc1	-0.5
C[C@@H]1CN([C@@H](C)CO)C(=O)c2cccc(NC(=O)NC3CCCCC3)c2O[C@H]1CN(C)Cc1ccncc1	-1.6
COc1ccc(S(=O)(=O)N[C@@H]2C=C[C@H](CC(=O)N3CCN(c4ccccc4)CC3)O[C@@H]2CO)cc1	0.9
O=C(NCC[C@@H]1CC[C@H](NC(=O)C2CCOCC2)[C@H](CO)O1)Nc1ccc(Cl)cc1	-0.1
CN(C)CCCNC(=O)C[C@H]1CC[C@H](NC(=O)c2ccccc2F)[C@@H](CO)O1	-1.4
C/C=C/c1ccc([C@H]2[C@H]3CN(C(=O)c4cccc(F)c4)CC(=O)N3[C@H]2CO)cc1	-1.9
CC(C)NC(=O)N1[C@@H]2c3ccc(-c4ccc(F)cc4)c(=O)n3C[C@@H]2[C@@H](CO)[C@@H]1C(=O)N1CCOCC1	-0.6
C[C@@H]1CCCCO[C@@H](CN(C)C(=O)CCC(F)(F)F)[C@@H](C)CN([C@H](C)CO)C(=O)c2cc(NC(=O)CCC(F)(F)F)ccc2O1	0.4

Ordered by molar mass (smallest number first): seven of the compounds above
SMILES	TcdB inh
CC(C)NC(=O)N1[C@H](C#N)[C@@H](c2ccc(C#CC3CCCCC3)cc2)[C@@H]1CO	0.2
O=C(C1CCC1)N1CC[C@@H]2[C@H]1c1cc(C#Cc3ccc(F)cc3)ccc1N[C@@H]2CO	1.3
CC=Cc1ccc2n(c1=O)C[C@H]1[C@H](CO)[C@@H](C(=O)NCCCN3CCOCC3)N(C)[C@@H]21 (mixture of isomers)	-1.0
Cn1cnc(S(=O)(=O)N2CCCCN3[C@H](CO)[C@@H](c4ccc(C#CC5CC5)cc4)[C@H]3C2)c1	-0.6
O=C(C[C@@H]1CC[C@@H]2[C@H](COC[C@@H](O)CN2C(=O)Nc2ccc(F)cc2)O1)NCCCN1CCOCC1	-0.7
COc1ccc2c3c([nH]c2c1)[C@@H](CO)N(C(=O)Cc1ccccc1)CC31CN(C(=O)Cc2ccccc2)C1	0.5
COc1ccc(NC(=O)Nc2ccc3c(c2)C(=O)N([C@@H](C)CO)C[C@@H](C)[C@@H](CN(C)S(=O)(=O)c2ccccc2)OCCCC[C@@H](C)O3)cc1	-0.5

The list goes on:
SMILES	TcdB inh
CCCNC(=O)[C@@H]1[C@@H](CO)[C@@H]2Cn3c(ccc(-c4ccccc4F)c3=O)[C@H]1N2C(C)=O	0.3
COc1ccc2c3c([nH]c2c1)[C@H](CO)N(C(=O)Nc1ccc(F)cc1)CC31CN(S(=O)(=O)c2cccc(C)c2)C1	-0.4
COc1cccc(-c2ccc3c(c2)O[C@H](CN(C)Cc2cncnc2)[C@@H](C)CN([C@H](C)CO)S3(=O)=O)c1	0.5
N#C[C@H]1[C@@H](c2ccc(-c3cccc(F)c3)cc2)[C@H](CO)N1C(=O)c1cccnc1	0.6
CCCC(=O)N1CCC2(CC1)CN(C(=O)C1CC1)[C@H](CO)c1[nH]c3cc(OC)ccc3c12	0.5
C[C@@H]1CCCCO[C@@H](CN(C)C(=O)Nc2ccc3c(c2)OCO3)[C@H](C)CN([C@H](C)CO)C(=O)c2cc(NC(=O)c3ccncc3)ccc2O1	-3.5
CCCNC(=O)N1CC(=O)N2[C@@H](CO)[C@@H](c3ccc(C#Cc4cccc(OC)c4)cc3)[C@@H]2C1	0.2
Cc1noc(C)c1NC(=O)N(C)C[C@H]1Oc2ccc(NC(=O)CCCN(C)C)cc2C(=O)N([C@@H](C)CO)C[C@@H]1C	-1.2
CC(C)NC(=O)Nc1ccc2c(c1)C(=O)N([C@@H](C)CO)C[C@H](C)[C@H](CN(C)S(=O)(=O)c1ccc(F)cc1)O2	-0.2
CC(C)NC(=O)Nc1ccc2c(c1)C(=O)N([C@H](C)CO)C[C@H](C)[C@@H](CN(C)C)OCCCC[C@H](C)O2	0.3
CO[C@H]1CC[C@H]2CCN(C)C(=O)[C@H](C)CN(C)C(=O)c3cccc(C#N)c3OC[C@H]1O2	1.7
[N-]=[N+]=NCc1ccccc1C[C@]1(C(=O)N2CCOCC2)COC(c2ccc(OCCCO)cc2)=N1	0.7

An excerpt; count on the stated rates, not on these rows.
